# HP1b binding inh = HP1-beta chromodomain-methylated histone interaction inhibition; P83916; AlphaScreen HP1-beta / biotin-H3K9me3 peptide binding; Potency, µM (highest dose often 114 µM), for inactives: at the highest dose activity change, negative = inhibition, usual class: inhibitors; 390,000 tested, 0.56% active; further: potency means the concentration at half of the fitted maximal effect; nearly all actives have a fitted effect of over 70% in size; inactives centre near 23
# Target sequence (P83916 whole entry, looked up): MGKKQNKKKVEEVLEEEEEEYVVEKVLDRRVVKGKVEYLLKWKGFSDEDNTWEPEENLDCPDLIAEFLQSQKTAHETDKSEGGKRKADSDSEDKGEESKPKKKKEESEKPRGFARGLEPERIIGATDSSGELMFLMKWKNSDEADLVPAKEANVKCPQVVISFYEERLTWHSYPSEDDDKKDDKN
#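 Compound inhibition of the preformed complex between 50 nM HP1-beta and 50 nM biotinylated H3K9me3 peptide was read by AlphaScreen. Buffer was PBS pH 7.4 with 0.01% Tween-20. Incubations ran 30 min at room temperature, with 10 ug/mL donor/acceptor beads.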
# JMJD2A Tudor = blocks the human JMJD2A Tudor domain. 390,000 tested, 4.4% active. AID 504339. Potency, µM (top dose mostly 114 µM), for inactives: top-dose activity change, negative = inhibition, actives largely listed as inhibitors. O75164. AlphaScreen JMJD2A-Tudor / H3K4me3 peptide binding; further: potency means the concentration at half of the fitted maximal effect; on the % scale 0 is the no-effect control and ±100 the full control effect; nearly all actives have a fitted effect of over 50% in size
# G9a inh = G9a (human) methyltransferase inhibition. Potency, µM (doses to about 102 µM), without a hit: top-dose activity, negative = inhibition, most hits filed as inhibitors. 350,000 tested, 8.8% active. G9a H3K9 monomethylation, AlphaScreen, 2 h; further: potency means the concentration at half of the fitted maximal effect; on the % scale 0 is the no-effect control and ±100 the full control effect; nearly all actives have a fitted effect of over 75% in size
# Target sequence (Q96KQ7 913-1193 limits assumed): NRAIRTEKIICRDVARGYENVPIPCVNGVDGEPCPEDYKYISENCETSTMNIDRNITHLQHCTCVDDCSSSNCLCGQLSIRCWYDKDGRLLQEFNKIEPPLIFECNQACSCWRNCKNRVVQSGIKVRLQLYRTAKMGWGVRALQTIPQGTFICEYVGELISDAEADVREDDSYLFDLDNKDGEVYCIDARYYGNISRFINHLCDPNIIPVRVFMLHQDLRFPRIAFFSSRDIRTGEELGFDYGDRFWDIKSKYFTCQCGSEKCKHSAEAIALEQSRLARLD
#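 Enzyme 20 nM + cpd, 15 min RT; add b-H3K9 pep 500 nM / SAM 20 uM; 2 h RT; anti-H3K9me1 Ab 0.5 ug/mL + SA donor / anti-rabbit acceptor beads 20 ug/mL each, 10 min; AlphaScreen read.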
# GLS inhibitor = blocks human kidney-isoform glutaminase activity | O94925 | 410,000 tested, 0.21% active | Potency, µM (titrated, usually from 45.5 µM), for inactives: top-dose activity change, negative = inhibition, actives largely listed as inhibitors | GLS enzymatic activity, qHTS titration; further: potency means the concentration at half of the fitted maximal effect; on the % scale 0 is the no-effect control and ±100 the full control effect
#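 Read-out is an Amplex red fluorescence increase coupled through glutamate oxidase and HRP, measured before and after 30 min room-temperature incubation. hKGA is in 45 mM KH2PO4 (pH 8.2) with 0.02% Tween-20; glutamine added as 1mM solution.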
# PGK inhibitor = blocks T. brucei phosphoglycerate kinase; AID 602233; P07378; PGK/GAPDH coupled, Kinase-Glo luminescence, 60 min; 380,000 tested, 0.043% active; Potency, µM (series often up to 57.5 µM), without a hit: at the highest dose activity change, negative = inhibition, usual class: inhibitors; further: potency means the concentration at half of the fitted maximal effect; on the % scale 0 is the no-effect control and ±100 the full control effect; nearly all actives have a fitted effect of over 60% in size
#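 Luminescent ATP detection (Kinase-Glo Plus) follows a 60-minute room-temperature incubation, with wells lacking PGK as controls. Buffer: 100 mM TEA (pH 7.6), 5 mM MgCl2, 0.01% Tween-20. Coupling enzyme GAPDH (100 nM final) supplies unstable 1,3-BPG in-well.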
# Pol eta inh = blocks human DNA polymerase eta activity | AID 588591 | recombinant Pol eta, fluorescent DNA replication assay | Potency, µM (titrated, usually from 114 µM), inactives show at the top dose activity change, negative = inhibition, most hits filed as inhibitors | 390,000 tested, 1.2% active; further: potency means the concentration at half of the fitted maximal effect; on the % scale 0 is the no-effect control and ±100 the full control effect
#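 Fluorescent replication assay: 50 nM final substrate added after a 15 min room-temperature compound preincubation with 10 nM enzyme. Signal taken at 0 min and again at 10 min.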
# Pin1 inh = human Pin1 inhibition; Q13526; Pin1 FP peptide displacement, HiFluor488, 10 min; Potency, µM (top dose mostly 115 µM), for the others: at the highest dose activity, negative = inhibition, hits mostly inhibitors; 390,000 tested, 0.009% active; AID 504891; active means well fitted inhibition curve with a large enough effect in the polarisation, with a control signal flat, not every such curve was filed as active; inconclusive means small, poorly fitted or top-dose-only effect, or effect the other way, or a change in a side signal; inactive means no such curve, though single readings can be large or run the other way; the % refers to the polarisation; further: potency means the concentration at half of the fitted maximal effect; on the % scale 0 is the no-effect control and ±100 the full control effect
# PI4K2A block = blocks human PI4K2A kinase activity; Q9BTU6; purified PI4K2A, ADP-Glo luminescence, 1 h; hits give low values; activity change, negative = inhibition, % at 76.9 µM; 420,000 tested, 0.13% active; AID 1346378; in the data active means activity change below about -50%; inconclusive means mostly about -30% to -49%;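 further: -100% = wells without enzyme as full effect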
# Target sequence (Q9BTU6 whole entry, looked up): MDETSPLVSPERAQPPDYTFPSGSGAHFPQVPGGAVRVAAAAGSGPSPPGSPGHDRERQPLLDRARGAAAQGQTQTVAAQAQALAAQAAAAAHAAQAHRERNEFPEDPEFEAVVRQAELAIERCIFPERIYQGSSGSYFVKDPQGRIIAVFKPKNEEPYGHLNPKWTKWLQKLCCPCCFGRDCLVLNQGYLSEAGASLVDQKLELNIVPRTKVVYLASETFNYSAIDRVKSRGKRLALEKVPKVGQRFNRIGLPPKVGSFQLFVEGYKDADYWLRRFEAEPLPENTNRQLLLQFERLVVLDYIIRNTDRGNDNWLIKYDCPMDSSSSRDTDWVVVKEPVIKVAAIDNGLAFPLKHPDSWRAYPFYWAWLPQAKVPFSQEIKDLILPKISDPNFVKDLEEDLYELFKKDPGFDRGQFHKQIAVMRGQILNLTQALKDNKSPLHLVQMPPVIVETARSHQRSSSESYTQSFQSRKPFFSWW
#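 In this quantitative HTS, ADP production by PI4K2A was quantified luminescently after 1 h at ambient temperature; 100 microM adenosine served as plate-quality control.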
# BAZ2B block = blocks human BAZ2B; Q9UIF8; AlphaScreen BAZ2B-H3K14Ac peptide displacement; Potency, µM (highest dose often 114 µM), for inactives: top-dose activity change, negative = inhibition, usual class: inhibitors; 360,000 tested, 4.4% active; AID 504333; further: potency means the concentration at half of the fitted maximal effect; on the % scale 0 is the no-effect control and ±100 the full control effect; nearly all actives have a fitted effect of over 60% in size
#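 Protein-peptide AlphaScreen: BAZ2B 50 nM, b-H3K14Ac 50 nM, 1x PBS pH 7.4 + 0.01% Tween-20. Preincubation 30 min RT; cpd 30 min RT (top 110 uM); beads 20 min RT, light-protected.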
# * marks the source's active call; other numbers are inactive results; i = inactive; ? = inconclusive; nt = no result given; [ ] = another dose, or the depositor's remark. Unless noted, the call rests on the fitted dose curve; in most records, active means well fitted curve in the direction sought with a large enough effect; inconclusive means small, poorly fitted or top-dose-only effect, or another doubt; inactive means no such curve, though single readings can be large; an effect the other way counts as inactive or inconclusive. Not all compounds are listed; rates above refer to the full screens.
HP1b binding inh,PGK inhibitor,Pin1 inh,PI4K2A block,BAZ2B block,G9a inh,Pol eta inh,GLS inhibitor,JMJD2A Tudor,SMILES
41%[activator],-8%,-1%,3,-1%,nt,1%,11%,-13%,O=C(CN(Cc1ccccc1)S(=O)(=O)c1ccccc1)N/N=C/c1ccccc1C(=O)O
33%,i,-1%,5,-5%,-32%[59 µM],-12%,1%,-15%,CCCN1CCN(C(=O)c2ccc(Sc3ccc(C)cc3)c(NC(C)=O)c2)CC1
17%,10%,7%,2,2%,nt,-11%,6%,-7%,COc1ccc(C(=O)NC(C)Cn2nc(C)cc2C)cc1OC1CCN(C(C)=O)CC1 (stereo not given)
35%,8%,7%,1,-7%,2%,0%,2%,-10%,COC(=O)Cn1cnc2c(cnn2-c2ccccc2)c1=O
12%,4%,6%,-14,-18%,2%,10%,6%,-4%,Cc1ccc(NC(=O)CSCC(=O)NCCc2ccccn2)c(C)c1
32%,-7%,-1%,-2,-13%,?,-19%,-1%,-8%,C/C(=N\NC(=O)c1ccncc1)c1ccc(NC(=O)c2ccc(Cl)cc2)cc1
17%,-7%,-6%,-3,4%,2%[59 µM],-1%,7%,-9%,Cc1c(C(=O)N2CCOCC2)sc2ncn(CC(=O)N3CCC(C)CC3)c(=O)c12
-9%,-6%,1%,-2,?,nt,-19%,11%,-26%,S=C(NCc1cccnc1)Nc1ccc(Oc2ccccc2)cc1

# The list goes on; the last 3 above are carried over.
HP1b binding inh,PGK inhibitor,Pin1 inh,PI4K2A block,BAZ2B block,G9a inh,Pol eta inh,GLS inhibitor,JMJD2A Tudor,SMILES
32%,-7%,-1%,-2,-13%,?,-19%,-1%,-8%,C/C(=N\NC(=O)c1ccncc1)c1ccc(NC(=O)c2ccc(Cl)cc2)cc1
17%,-7%,-6%,-3,4%,2%[59 µM],-1%,7%,-9%,Cc1c(C(=O)N2CCOCC2)sc2ncn(CC(=O)N3CCC(C)CC3)c(=O)c12
-9%,-6%,1%,-2,?,nt,-19%,11%,-26%,S=C(NCc1cccnc1)Nc1ccc(Oc2ccccc2)cc1
19%,-8%,0%,1,-10%,?,-9%,0%,-22%,COc1ccc(NC(=O)c2nc[nH]c2C(=O)N2CCN(C(=O)OC(C)(C)C)CC2)cc1
-6%,2%,-5%,6,-5%,?,-18%,4%,5%,COc1cc(NC(=S)NC2CC2)c(OC)cc1Cl
13%,i,-3%,-2,18%,nt,-15%,4%,8%[57.1 µM],Cc1ccc(C(=O)NC2CC3CCCC(C2)N3Cc2ccccc2)cc1 (stereo not given)
65%[activator],0%,10%,2,9%,45%[59 µM],-26%,1%,54%[activator],CC(C)(C)c1csc(NC(=O)c2ccc(Cl)s2)n1
44%[activator],1%,-7%,-21,2%,-38%,-23%,-1%,7%,O=C(COC(=O)CNC(=O)c1ccc(F)cc1)Nc1cccc(S(=O)(=O)N2CCCC2)c1
28%,0%,3%,4,-6%,-6%[59 µM],3%,3%,-21%,Cn1nc(C(F)(F)F)c(C(=O)Nc2ccc(Cl)cc2)c1Cl
-14%,-1%,2%,-2,50µM*,?,-14%,4%,50µM*,CC1CCCN(CCCCOc2cccc(Br)c2)C1 (stereo not given)
21%,-5%,?,-3,-35%,?,-12%,17%,-2%,Cc1cccc(C)c1NC(=S)N/N=C/c1ccc(OCCC(C)C)cc1
39%,7%,-7%,-3,-8%,?,-3%,-4%,-12%,CCCCc1cc(=O)oc2cc(OCC(=O)N(CC)CC)c(Cl)cc12
57%[activator],5%,7%,3,4%,nt,5%,-3%,-2%,O=C(NCc1ccccc1)NC12CC3CC(CC(C3)C1)C2
23%,-2%,-7%,3,7%,nt,-13%,?,-15%,O=C(Nc1ccccc1)c1ccco1
1%,-5%,0%,3,5%,?,-15%,0%,-20%,Cc1ccc(S(=O)(=O)N2CCN(C(=O)/C=C/c3ccccc3)CC2)cc1C
49%[activator],4%,?,-8,17%,27%,-6%,9%,4%,O=C(COC(=O)c1ccco1)Nc1ccccc1
?,i,-5%,5,?,-5%[0.501 µM],-2%,-3%,20µM*,c1ccc2c(CN3CCSCC3)cccc2c1
?,-9%,-1%,-2,-14%,-21%,-6%,?,?,Cc1ccc(C(=O)NC(C)c2ccc3c(c2)OCO3)s1 (stereo not given)
32%,15%,5%,-14,nt,nt,-5%,5%,-10%,CC[C@@H](C)[C@H](N)C(=O)NC[C@H]1O[C@@H](n2cnc3c(N)ncnc32)[C@H](O)[C@@H]1O
-10%,-3%,-4%,3,4%,4%,-19%,0%,-20%,CCn1c(SCC(=O)N2CCCCC2)nc2c1c(=O)n(C)c(=O)n2C
25%,5%,0%,-1,4%,10%[59 µM],5%,-2%,7%,Cc1cc(N2CC(=O)N(CCc3ccccc3)C(=O)C2)n2ncnc2n1
42%[activator],-2%,-1%,-1,-21%,-25%,0%,3%,-4%,CC1CC(C)CN(CCC(=O)Nc2ccc3c(c2)CCC3)C1 (stereo not given)
-21%,1%,-2%,3,?,?,-6%,-18%,-35%,Cc1cccc2nc(-c3cccnc3)c(NCCC(C)C)n12
-17%,i,-1%,3,?,50µM*,-22%,-6%,8.9µM*,CCN1CCN(C(=S)NC(=O)c2cccs2)CC1
-3%,nt,-14%,?,?,?,?,-4%,?,Cc1ccc(-c2[nH]nc3c2C(c2ccoc2)C(C#N)=C(N)O3)cc1C (stereo not given)
59%[activator],8%,1%,7,-24%,3%,-15%,-2%,-11%,COc1cccc(CN(C(=O)COc2ccc(C)cc2)C2CCS(=O)(=O)C2)c1 (stereo not given)
39%[activator],-8%,57%[activator],6,6%,-3%[12.7 µM],-24%,0%,-27%,O=C(NCCc1ccccc1)c1ccc(Cn2c(SCc3cccc(F)c3)nc3cccnc32)cc1
18%,-8%,7%,-3,-2%,11%[59 µM],-12%,-3%,-16%,COc1ccc(/C=N/NC(=O)c2ccccc2)cc1OS(=O)(=O)c1ccccc1
45%[activator],-9%,3%,-6,0%,?,-8%,0%,-9%,CN1CCN(NC(=O)C2CC2)CC1
56%,-9%,1%,2,142%[activator],74%[activator][59 µM],-17%,-9%,56%[activator],Fc1ccc(CSc2ncnc3ccccc23)cc1
-4%,-5%,4%,-6,-4%,?,-7%,32%[activator],23%[11.4 µM],O=C1NC2c3ccccc3C(=O)N2c2c1cnn2-c1ccccc1 (stereo not given)
14%,-10%,-2%,-1,-6%,8%[12.7 µM],10%,6%,-1%,CC(=O)Nc1ccc(OCC(O)Cn2cnc3ccccc32)cc1 (stereo not given)
33%,i,-19%,3,-9%,12%[59 µM],-9%,-2%,-13%,COC(=O)C1C/C(=N\NS(=O)(=O)c2ccc(C)cc2)c2sccc2C1 (stereo not given)
38%,-1%,-3%,-4,9%,5%,-1%,20%,-12%,COCC(=O)Nc1nnc(SCC(=O)N2C(C)CCCC2C)s1 (stereo not given)
14%,0%,1%,2,-10%,-30%[59 µM],-8%,5%,-11%,COc1ccc(NCc2ccccc2-c2nnc(-c3ccccc3)o2)cc1Cl
-5%,6%,-1%,8,?,?,-5%,9%,-29%,Cc1ccccc1Nc1c([N+](=O)[O-])cncc1[N+](=O)[O-]
23%,0%,6%,-3,-9%,50µM*,3%,2%,-16%,CCN(CC)CCOc1c(Br)ccc2c1sc1nc3n(c(=O)c12)CCC3
nt,1%,nt,-5,nt,nt,-10%,2%,nt,O=C(Nc1c(Cl)ccc2nsnc12)c1ccc(Br)o1
42%[activator],0%,22%,-1,nt,nt,-13%,-14%,2%,c1csc(Cc2nc(-c3ccc(-n4cccc4)cc3)no2)c1
44%[activator],-7%,5%,-4,2%,?,-26%,7%,3%,COc1ccc(-n2nnnc2C2CCN(S(=O)(=O)c3ccc(F)cc3Cl)CC2)cc1
6%,-1%,1%,-1,?,-2%,-7%,0%,7%,O=C(c1cccc([N+](=O)[O-])c1)c1ccc2c(c1)C(=O)NC2=O
-23%,-5%,-3%,5,13%,?,-20%,-5%,?,COc1ccc(N2CCN(C(=O)c3ccc(S(=O)(=O)N4CCCCCC4)cc3)CC2)cc1
35%,-1%,9%,-3,-35%,-13%[59 µM],-8%,-5%,-28%[57.1 µM],COc1ccc(C(NC(=O)C2CCCCC2)c2c(O)ccc3ccccc23)cc1 (stereo not given)
7%,-2%,-1%,10,nt,nt,-12%,-1%,-26%,O=c1oc2ccc3ccccc3c2cc1-c1nc2ccccc2o1
0%,-1%,33%[activator],2,-38%,?,-3%,1%,-38%,O=S(=O)(c1ccc(F)cc1)c1nc(-c2ccco2)oc1Nc1ccccc1
-19%,-6%,-3%,-5,28µM*,nt,-4%,7%,45µM*,CCN(c1ccccc1)S(=O)(=O)c1ccc(C(=O)N(CCCN(C)C)c2nc3c(C)cccc3s2)cc1
34%[activator],-3%,-9%,2,-4%,-3%[59 µM],-21%,2%,-10%,CC(=O)N1CCN(C(=O)COC(=O)COc2c(C)cc(C)cc2C)CC1
-28%,-1%,4%,-1,?,11µM*,-20%,1%,?,CCOC(=O)c1csc(N)c1-c1ccc([N+](=O)[O-])cc1
5%,0%,-8%,1,4%,-16%[59 µM],1%,18%,-12%,COCCNC(=S)NC1CC2CCCC(C1)N2Cc1ccco1 (stereo not given)
49%,i,1%,-4,-9%,-2%,-4%,-2%,-5%,O=C(NCCn1c(-c2ccncc2)nc2ccccc21)[C@H]1CCCN1c1nc(CN2CCCCC2)cs1
35%,6%,7%,-4,-21%,-7%[59 µM],-12%,5%,-6%,CN(C(=O)CSc1nc2ccc(NC(=O)c3ccco3)cc2s1)c1ccccc1
